Compound activity from PubChem.
TexasRed fluor: Total Fluorescence Counterscreen for Inhibitors of the Interaction of Thyroid Hormone Receptor and Steroid Receptor Coregulator 2 | TRb/SRC2 Texas Red total fluorescence interference | Potency, µM (highest dose often 106 µM), for inactives: at the highest dose fluorescence change, negative = quenching | hit rate 0.29% among 280,000; active means well fitted curve in either direction with a large enough effect; inconclusive means small, poorly fitted or top-dose-only effect
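Human TRb ligand-binding domain at 0.6 uM with 20 nM Texas Red SRC2 peptide in Tris buffer containing 1 uM T3 and 5% DMSO, incubated with compound 5 h at ambient temperature. Total fluorescence (555/632 nm) calculated as parallel + 2 × perpendicular.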
Tau fibril FP: qHTS for Inhibitors of Tau Fibril Formation, Fluorescence Polarization; Microtubule-associated protein tau (Homo sapiens), P10636; Potency, µM (top dose mostly 57.7 µM), for the others: at the top dose activity, negative = inhibition, actives largely listed as inhibitors; K18 P301L tau heparin fibrillization, Alexa594 FP, 6 h; hit rate 0.39% among 280,000; AID 1468, 2008; further: nearly all actives have a fitted effect of over 55% in size
Target sequence (P10636 561-689 P618L limits assumed): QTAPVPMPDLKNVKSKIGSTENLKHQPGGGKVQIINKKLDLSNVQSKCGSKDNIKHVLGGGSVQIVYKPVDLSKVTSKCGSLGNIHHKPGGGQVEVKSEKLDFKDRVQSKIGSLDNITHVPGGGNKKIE
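Heparin (20 uM) drove fibril formation of recombinant tau K18 P301L, 15 uM unlabeled with 0.24 uM Alexa 594 label, for 6 hr at 37 C in 100 mM sodium acetate pH 7. Fluorescence polarization (555/632 nm) read 1 hr after 30 uM ThT.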
RECQ1 helicase: qHTS Assay for Inhibitors of RecQ-Like Dna Helicase 1 (RECQ1); RECQ1 DNA unwinding, red fluorescence kinetic read; Potency, µM (doses to about 57.3 µM), for the others: at the highest dose activity, negative = inhibition, most hits filed as inhibitors; hit rate 0.54% among 240,000;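 further: plate controls were vehicle for no effect and no enzyme for full effect; nearly all actives have a fitted effect of over 30% in size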
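RECQ1T1 50 nM; forked duplex (20 bp + 30-nt ss tails) 200 nM, ATP 2 mM final; pH 8.0, 2 mM MgCl2, 2.5 ug/ml poly(dI-dC); 15 min compound preincubation; discontinuous kinetic read over 2 h at RT.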
JMJD2E inh: qHTS Assay for Inhibitors of Human Jumonji Domain Containing 2E (JMJD2E). Lysine-specific demethylase 4E (Homo sapiens), B2RXH2. JMJD2E catalytic domain, FDH-coupled NADH fluorescence (FDH is formaldehyde dehydrogenase). Potency, µM (doses to about 57.1 µM), without a hit: at the highest dose activity change, negative = inhibition, usual class: inhibitors. hit rate 1.6% among 230,000; active means well fitted inhibition curve with a large enough effect, not every such curve was filed as active; inconclusive means small, poorly fitted or top-dose-only effect, or another doubt; inactive means no such curve, though single readings can be large or run the other way;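 further: 0% = wells with enzyme and -100% = buffer wells without enzyme; nearly all actives have a fitted effect of over 50% in size; many of its hits are not listed in these tables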
Target sequence (B2RXH2 1-337 limits assumed): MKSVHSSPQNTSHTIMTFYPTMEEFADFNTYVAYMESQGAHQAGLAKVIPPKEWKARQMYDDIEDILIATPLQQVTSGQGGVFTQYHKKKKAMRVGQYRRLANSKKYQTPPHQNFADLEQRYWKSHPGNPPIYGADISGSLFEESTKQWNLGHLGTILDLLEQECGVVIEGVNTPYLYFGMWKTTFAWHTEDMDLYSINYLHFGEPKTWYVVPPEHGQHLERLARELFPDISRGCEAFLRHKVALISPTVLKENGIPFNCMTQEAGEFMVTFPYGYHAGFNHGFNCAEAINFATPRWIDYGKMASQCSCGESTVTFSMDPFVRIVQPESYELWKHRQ
RGS12 GoLoco inh: qHTS Assay for Inhibitors of RGS12 GoLoco Motif Activity (Red Fluorophore); hit rate 0.44% among 230,000; AID 880, 2007; Gai1:RGS12 GoLoco peptide FP, rhodamine, 10 min; Potency, µM (titrated, usually from 61.6 µM), for inactives: at the highest dose activity, negative = inhibition, actives largely listed as inhibitors; active means well fitted inhibition curve with a large enough effect, not every such curve was filed as active; inactive means no such curve, though single readings can be large or run the other way; further: nearly all actives have a fitted effect of over 30% in size; many of its hits are not listed in these tables
Tau ThT inhib: qHTS for Inhibitors of Tau Fibril Formation, Thioflavin T Binding; Microtubule-associated protein tau (Homo sapiens), P10636; recombinant tau K18 P301L (four-repeat tau fragment), heparin-induced fibrillization, ThT fluorescence; Potency, µM (doses to about 57.4 µM), for inactives: at the highest dose activity, negative = inhibition, most hits filed as inhibitors; hit rate 2.1% among 270,000; AID 1460, 2008; further: nearly all actives have a fitted effect of over 55% in size
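In this qHTS, human K18 P301L tau is incubated with compound and heparin for 6 hr at 37 C, and Thioflavin T fluorescence then reports fibril load.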
L3MBTL1 inh: qHTS Assay for the Inhibitors of L3MBTL1; Lethal(3)malignant brain tumor-like protein 1 (Homo sapiens), Q9Y468; AlphaScreen L3MBTL1–H3K9me1 peptide binding; Potency, µM (titrated, usually from 57.1 µM), for inactives: at the top dose activity, negative = inhibition, usual class: inhibitors; hit rate 0.66% among 230,000; further: nearly all actives have a fitted effect of over 60% in size
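Read-out is AlphaScreen signal from streptavidin donor and nickel chelate acceptor beads (10 ug/mL final each) bridging L3MBTL1 (50 nM) and biotinylated K9-monomethylated H3(1-15) peptide (75 nM), after 30 min compound exposure at room temperature.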
TRb-SRC2 inh: qHTS for Inhibitors of the Interaction of Thyroid Hormone Receptor and Steroid Receptor Coregulator 2 | Potency, µM (top dose mostly 106 µM), inactives show at the top dose activity change, negative = inhibition, actives largely listed as inhibitors | hit rate 0.065% among 280,000 | Thyroid hormone receptor beta (Homo sapiens), P10828 | TRbeta-SRC2 peptide binding, fluorescence polarization; receptor liganded with 1 µM T3;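 further: plate controls were bound peptide for no effect and peptide without receptor for full effect; nearly all actives have a fitted effect of over 50% in size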
Target sequence (P10828 whole entry, looked up): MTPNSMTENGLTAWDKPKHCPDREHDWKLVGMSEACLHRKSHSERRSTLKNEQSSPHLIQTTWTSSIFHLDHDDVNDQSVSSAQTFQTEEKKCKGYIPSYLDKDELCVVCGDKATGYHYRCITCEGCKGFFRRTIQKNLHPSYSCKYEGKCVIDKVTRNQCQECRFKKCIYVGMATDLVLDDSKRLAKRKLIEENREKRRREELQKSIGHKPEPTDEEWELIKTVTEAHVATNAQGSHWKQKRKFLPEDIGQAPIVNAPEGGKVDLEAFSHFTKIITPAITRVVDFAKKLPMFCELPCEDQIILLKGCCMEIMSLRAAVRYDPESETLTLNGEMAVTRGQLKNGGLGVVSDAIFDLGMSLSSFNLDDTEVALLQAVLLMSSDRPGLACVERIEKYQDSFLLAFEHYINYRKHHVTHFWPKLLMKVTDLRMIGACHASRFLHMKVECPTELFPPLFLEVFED
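Compounds were added to 0.6 uM TRb ligand-binding domain and 20 nM Texas Red-labeled SRC2 peptide in Tris buffer containing 1 uM T3, incubated 5 hr at ambient temperature, then read by fluorescence polarization.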
* hit, by the source's call; i = inactive; ? = inconclusive; nt = not tested or not shown; & = joins results of further samples; [ ] = another dose, or the depositor's remark. Unless noted, the call rests on the fitted dose curve; in most records, active means well fitted curve in the direction sought with a large enough effect; inconclusive means small, poorly fitted or top-dose-only effect, or another doubt; inactive means no such curve, though single readings can be large; an effect the other way counts as inactive or inconclusive. Unless noted, on the % scale 0 is the no-effect control and ±100 the full control effect; potency means the concentration at half of the fitted maximal effect. Some of the compounds tested. The share of hits here may be higher or lower than overall.

| SMILES | TexasRed fluor | Tau fibril FP | RECQ1 helicase | JMJD2E inh | RGS12 GoLoco inh | Tau ThT inhib | L3MBTL1 inh | TRb-SRC2 inh |
| --- | --- | --- | --- | --- | --- | --- | --- | --- |
| COc1ccc(NC(=O)Cc2csc(COc3cccc(C)c3)n2)cc1OC | -14% | 11% | nt | nt | nt | ? | nt | 4% |
| COC(=O)c1ccc2c(c1)C(=O)/C(=C/c1ccc(C)cc1)O2 | -5% | 7% | 5% | 1% | -68% | 3% | -13% | 5% |
| CN1CCc2c(sc(NC(=O)CSc3ccc(F)cc3)c2-c2nc3ccccc3s2)C1 | 1% | -1% | nt | nt | nt | -11% | nt | 1% |
| COc1cc([N+](=O)[O-])cc(/C=N/NC(=O)c2ccc(C)nc2)c1O | -4% | 7% | -1% | 14µM* | 4% | 11µM* | ? | 3% |
| COc1cc(OC)nc(Oc2ccccc2C(=O)Oc2cccc(C)c2)n1 | 2% | -6% | -12% | 7% | -3% | -5% | 18% | 3% |
| CC1(c2ccc3noc(-c4cccc(F)c4)c3c2)OCCO1 | -2% | -11% | i | 3% | -3% | -6% | ? | -3% |
| O=C(CCCCCNc1nc(=S)[nH]c2ccccc12)N1CCN(c2ccccn2)CC1 | -2% | -7% | -13% | -7% | 5% | ? | -4% | 0% |
| Cc1nc(COc2ccccc2Cl)sc1-c1ccnc(N)n1 | -3% | 1% | 15% | ? | -6% | ? | -3% | 8% |
| O=S(=O)(Nc1ccncc1Cl)c1cccc(Cl)c1Cl | 2% | 4% | -3% | -4% | -14% | -7% | 7% | 2% |
| CC(O)[C@H]1CNC(=O)C(=O)N1CCc1cc(C(F)(F)F)cc(C(F)(F)F)c1 (stereo partly specified) | 1% | 2% | i | -1% | 9% | 5% | nt | 1% |
| COc1cccc(C(=O)OCCN2CCOCC2)c1 | -1% | -7% | 14% | -7% | 16% | -5% | 6% | -3% |
| COC(=O)c1ccc(Nc2ncnc3c2cnn3C)cc1 | -2% | -11% | nt | nt | nt | -2% | nt | -6% |
| COCCCn1c(=O)/c(=C\c2cccc(OC)c2OC)s/c1=C(/C#N)C(=O)Nc1ccc(C(=O)O)cc1 | -11% | 10% | -2% | -3% | 13% | ? | -11% | -1% |
| CCN(CC)CCOC(=O)c1ccc(N/C=C(/C#N)c2nc(-c3ccc(OC)cc3)cs2)cc1 | -3% | 11% | -26% | -4% | 14% | nt | nt | 0% |
| N/C(=N\OC(=O)c1ccccc1Cl)c1ccccc1 | 1% | -5% | i | -6% | 12% | -19% | 32%[activator] | -6% |
| CC(=O)C1=C(C)N(Cc2ccccc2)C(=O)N[C@H]1c1cccs1 | 0%&1% | -7%&3% | -9% | -4%&2% | 2%&7% | -3%&-4% | -7% | 0%&-2% |
| Cn1nc([N+](=O)[O-])nc1Oc1ccccc1C(=O)N1CCOCC1 | 0% | 4% | 4% | 1% | 2% | 6% | 9% | 2% |
| Cn1cnc([N+](=O)[O-])c1Sc1ccc(C(C)(C)C)cc1 | -4% | -5% | -8% | -4% | -7% | ? | -16% | -6% |
| O=C(NCc1ccc2c(c1)OCO2)c1ccc2c(=O)n(C3CCCC3)c(=O)[nH]c2c1 | -4% | -5% | i | ? | -1% | -10% | 5% | -7% |
| COc1ccc(-c2cc(C(F)(F)F)nc(SCCC(=O)Nc3ccccc3F)n2)cc1 | -5% | -18% | nt | nt | nt | -6% | nt | 2% |
| O=S(=O)(Nc1ccc(Br)cc1)c1ccc2nc(-c3ccccc3)[nH]c2c1 | -1% | 16µM* | nt | nt | nt | 16% | nt | 4% |
| COc1cccc(NC(=O)c2cc(-c3ccncc3)nc3c(C)cc(C)cc23)c1 | -3% | -10% | i | 3% | 28% | -8% | -11% | -1% |
| CN(C(=S)NC(=O)c1ccccc1Br)C1CCCCC1 | -1% | -2% | -8% | 4% | 13% | -9% | -2% | 3% |
| CCCc1cn(S(=O)(=O)c2ccc(OC)cc2OC)nc1N | -1% | -6% | -2% | 6% | 7% | -4% | 7% | 3% |
| COc1cc2c(cc1OC)CC(=O)N(C)CC2 | -3% | 2% | -8% | 7% | 3% | 6% | 6% | -2% |
| O=C(CN1C(=O)NC2NC(=O)NC21)N/N=C/c1ccc(F)cc1 (stereo unspecified) | -1% | 5% | -17% | 7% | -7% | -1% | -15% | 0% |
| Cc1ccc(-c2nnn3c2nc(NCCc2ccccc2)c2ccccc23)cc1 | 0% | -4% | nt | nt | nt | -8% | nt | 0% |
| COc1ccccc1CC(=O)Nc1ccc2nc(C)sc2c1 | 3% | -1% | -2% | -6% | nt | -12% | 8% | 5% |
| COc1ccc(-c2nnn(CC(=O)N(Cc3ccco3)C(C(=O)NCC3CCCO3)c3ccco3)n2)cc1 (stereo unspecified) | 1% | -2% | -1% | -7% | 4% | -11% | -15% | 4% |
| COc1cccc(C2=CC(c3ccc(C)cc3)n3ncnc3N2)c1 (stereo unspecified) | -1% | -4% | -4% | ? | 4% | -4% | 8% | 0% |
| CCOC(=O)Cn1c(=O)oc2cc(S(=O)(=O)N3CCN(c4cccc(Cl)c4)CC3)ccc21 | -26% | -8% | nt | nt | nt | -8% | nt | 0% |
| COc1ccc(CNC(=O)CN(Cc2ccccc2)C(=O)c2csnn2)cc1 | 2% | -1% | i | -5% | 5% | -5% | 2% | -2% |
| CCCCC/C=C\C[C@@H](O)/C=C/C=C/C=C/[C@@H](O)CCCC(=O)O | 0% | 7% | -2% | 0% | 4% | 2% | nt | -2% |
| Cn1c2c(c(=O)n(C)c1=O)NC1(N2)C(=O)Nc2ccccc21 (stereo unspecified) | -6% | -10% | 2% | ? | -7% | ? | -5% | -5% |
| O=c1[nH]cc(COCC(F)CCl)c(=O)[nH]1 (stereo unspecified) | -3% | 3% | i | -6% | 10% | 9% | nt | 8% |
| COc1cc(NC(=O)C2=C(N3CCOCC3)/C(=C\c3ccc(Cl)cc3Cl)CC2)cc(OC)c1OC | 1% | 12% | -5% | 3% | 10% | ? | -4% | -1% |
| CC(=O)NCc1cc(-c2ccc(Cl)cc2)no1 | 0% | 0% | i | 4% | 3% | 6% | 12% | 4% |
| Cc1c(Cl)cccc1N1C(=O)CC(NNC(=O)c2cccs2)C1=O (stereo unspecified) | -1% | 0% | -9% | -10% | 16% | -4% | 0% | -2% |
| O=C(CC1C(=O)NCCN1C(=O)Nc1ccc(F)cc1F)Nc1ccc(F)cc1 (stereo unspecified) | 0% | -4% | 2% | 0% | 5% | -7% | 3% | -3% |
| Cc1ccc(S(=O)(=O)Nc2cc(C)c(O)c(S(=O)(=O)c3ccc(C)cc3)c2)cc1 | -5% | 3% | i | 8% | -3% | -6% | -6% | 1% |
| COc1ccc(/C=C/C(=O)N2CCNC(=O)C2)c(OC)c1 | -3% | 5% | 4% | ? | -2% | 0% | 7% | -4% |
| O=C(NC1(C(F)(F)F)N=C(c2ccccc2)N(C2CCCCC2)C1=O)c1ccccc1F (stereo unspecified) | ? | -4% | nt | nt | nt | -4% | nt | 2% |
| COc1ccc(-c2cc(C)no2)cc1S(=O)(=O)NCc1cccs1 | 0% | -8% | nt | nt | nt | -1% | nt | 0% |
| C=C(C)C(=O)Nc1nnc(-c2cccs2)s1 | 0% | 0% | -4% | 14% | 17% | -6% | 2% | -3% |
| COc1ccc(CCN2C(=O)C3C4CC(C5C(C(N)=O)=NOC45)C3C2=O)cc1OC (stereo unspecified) | -3% | -7% | -9% | -12% | -52% | -9% | nt | -11% |
| CCCOc1ccc(N2CC(C(=O)Nc3ccccc3C(=O)NCc3ccco3)CC2=O)cc1 (stereo unspecified) | 0% | 9% | -4% | -7% | 6% | -9% | 0% | 3% |
| Cc1cccc(NC(=S)NC2CCCCCC2)c1C | 1% | -6% | -3% | -8% | 10% | -7% | -4% | -4% |
| Cn1c(=O)n(C)c2cc([N+](=O)[O-])c(N3CCN(CCO)CC3)cc21 | -8% | 5% | -6% | 5% | -2% | -12% | -2% | -1% |
| COc1ccc(OC)c2sc(N3CCN(C(=O)c4ccc5c(c4)CCCC5)CC3)nc12 | -2% | -4% | nt | nt | nt | ? | nt | -2% |
| COCCCNC(=O)CSc1nc(-c2cccc(F)c2)[nH]c1-c1ccccc1 | -3% | 3% | nt | nt | nt | -13% | nt | 0% |
| CCCCNc1nc2c(c(=O)n(Cc3ccc(Cl)cc3)c(=O)n2C)n1C | 3% | 18% | nt | nt | nt | ? | nt | 2% |
| COc1ccc(OCC(=O)N/N=C/c2ccncc2)cc1 | 2% | 0% | i | 9% | -8% | -13% | 13% | 1% |
| COCc1cc(Sc2ccc(Br)cc2)nc(-c2ccccc2)n1 | 4% | -13% | ? | 2% | -4% | -15% | 1% | 4% |
| Nc1cc(C(=O)OCC(=O)NCc2ccco2)ccc1Cl | 0% | 1% | -22% | ? | 0% | -11% | -23% | -12% |
| O=C(O)C1SCCN1S(=O)(=O)c1ccc2ccccc2c1 (stereo unspecified) | -1% | ? | -2% | -6% | 6% | -4% | -3% | 0% |
| C#CCOCCOCCOCCNc1nc(OC)nc(N2CCN(C(=O)[C@H](CCCCN)n3cc(C(N)CO)nn3)CC2)n1 (stereo partly specified) | -1% | 4% | -3% | -3% | -9% | -6% | nt | -1% |
| CN(C)c1ccc(C2CNC(c3ccc(Cl)c([N+](=O)[O-])c3)c3[nH]c4ccccc4c32)cc1 (stereo unspecified) | -5% | 6% | 11% | ? | 4% | ? | nt | 1% |
